STAT1 blocker = reduces IFN-gamma driven STAT1 reporter signal; inhibition, % at 5.5 µM; NIH 3T3 STAT1-luciferase reporter, luminescence; AID 920; 200,000 compounds, 0.35% hits;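 active = inhibition above a set limit, the mean inhibition across all tested compounds plus 3 SD, cut at about 34% in these data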;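 also: 0% = IFN-gamma with DMSO and 100% = IFN-gamma with 300 µM nifuroxazide; values of inactives mirror those of a sister screen read the other way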
APP transl inh = APP translation inhibition; SH-SY5Y APP 5'UTR-luciferase reporter, luminescence; AID 1285; 190,000 compounds, 0.82% hits; inhibition, % at 2 µM;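 active = inhibition above a set limit, derived from the sample mean plus 3 SD, cut at about 45% in these data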; also: values of inactives mirror those of a sister screen read the other way
STAT3 inh = inhibitors of IL-6 induced STAT3 signaling. U3A cells, IL-6 STAT3-luciferase reporter, luminescence; host cell line lacks STAT1. 190,000 compounds, 0.89% hits. inhibition, % at 5.5 µM;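 active = inhibition above the mean inhibition across all screened compounds plus 3 SD, cut at about 44% in these data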;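 also: 0% = DMSO only wells and 100% = 100 µM nifuroxazide control wells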
ROMK primary = modulators of human ROMK potassium channel. P48048. Tet-inducible ROMK, thallium flux fluorescence; actives lie on both sides. B-score at 10 µM. 130,000 compounds, 2% hits. AID 1918;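 active = signal ratio slope over the read window, or its plate-corrected B-score, at least 3 SD from the plate mean, either direction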;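 also: B-score of the F/F0 ratio slope over 7 to 12 s after thallium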
Target sequence (P48048 whole entry, looked up): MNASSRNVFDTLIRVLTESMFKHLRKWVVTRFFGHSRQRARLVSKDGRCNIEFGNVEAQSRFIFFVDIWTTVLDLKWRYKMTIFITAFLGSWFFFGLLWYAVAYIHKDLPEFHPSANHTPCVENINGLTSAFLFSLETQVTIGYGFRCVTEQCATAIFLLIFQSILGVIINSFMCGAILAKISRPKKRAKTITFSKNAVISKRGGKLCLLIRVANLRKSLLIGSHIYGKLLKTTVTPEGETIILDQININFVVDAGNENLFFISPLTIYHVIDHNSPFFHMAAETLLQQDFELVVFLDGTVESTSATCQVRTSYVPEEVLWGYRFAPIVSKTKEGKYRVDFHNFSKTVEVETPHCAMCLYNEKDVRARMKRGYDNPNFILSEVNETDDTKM
STAT1 activator = increases IFN-gamma driven STAT1 reporter signal | NIH 3T3 STAT1-luciferase reporter, luminescence; 100% = IFN-gamma alone, no compound | activation (% of control), % at 5.5 µM | 200,000 compounds, 2.6% hits;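 active = activation above the screen-wide mean activation plus 3 SD, cut at about 130% in these data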;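 also: raw ratio to IFN-gamma control signal so 100% means no change and 0% no light; values of inactives mirror those of a sister screen read the other way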
FLuc act counter = affects firefly luciferase, flagging false hits in luciferase stimulation screens; P08659; ATPlite luciferase biochemical, luminescence, 10 min; 0 = ATP-free wells, 1 = DMSO control; activation factor at 10 µM; 200,000 tested, under 10 active; AID 1027;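 active = luciferase activation factor, scaled between plate controls, of at least 2 with compound at 10 µM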
Target sequence (P08659 whole entry, looked up): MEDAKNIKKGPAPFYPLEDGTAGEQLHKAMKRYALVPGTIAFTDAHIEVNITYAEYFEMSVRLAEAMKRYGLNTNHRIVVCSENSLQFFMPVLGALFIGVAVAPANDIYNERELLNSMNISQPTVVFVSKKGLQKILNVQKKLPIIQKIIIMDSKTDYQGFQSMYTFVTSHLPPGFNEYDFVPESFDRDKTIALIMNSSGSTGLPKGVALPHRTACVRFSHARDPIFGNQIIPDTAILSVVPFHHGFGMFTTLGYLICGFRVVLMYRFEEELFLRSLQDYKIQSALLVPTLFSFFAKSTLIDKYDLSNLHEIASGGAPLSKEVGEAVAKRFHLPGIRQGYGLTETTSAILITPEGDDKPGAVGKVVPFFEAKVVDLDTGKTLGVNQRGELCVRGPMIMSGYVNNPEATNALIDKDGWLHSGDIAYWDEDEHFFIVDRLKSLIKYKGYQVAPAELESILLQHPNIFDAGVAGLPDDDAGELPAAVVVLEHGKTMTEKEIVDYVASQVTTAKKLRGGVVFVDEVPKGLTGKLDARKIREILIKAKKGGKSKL
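Assay system – cell-free luciferase reagent · Medium – PBS-based ATP solution · Dosing – test compounds dosed from 2 mM stocks in 100% DMSO · Timing – 10 min, room temperature · Technique – light output (luminescence) · Measure – luminescence gain marking luciferase activators · Controls – No-ATP low control, compound-free enzyme-plus-ATP high control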
APP 5'UTR act = APP 5'UTR luciferase reporter activation. activation, % at 2 µM. 190,000 compounds, 1% hits. SH-SY5Y APP 5'UTR luciferase reporter, luminescence; zero percent = DMSO vehicle wells;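 active = activation above a set limit, based on mean plus 3 SD of controls, cut at about 140% in these data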; also: values of inactives mirror those of a sister screen read the other way
FLuc inhib CS = Photinus pyralis luciferase inhibition counter-screen; P08659; ATPLite firefly luciferase biochemical luminescence, 10 min; inhibition, % at 10 µM; 200,000 compounds, 1.5% hits;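 active = inhibition above about 50% when tested at 10 µM, limit read from the data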
STAT3 activator = increases IL-6 driven STAT3 reporter signal | AID 871 | activation (% of control), % at 5.6 µM | 190,000 compounds, 0.91% hits | U3A cells, IL-6 STAT3-luciferase reporter, luminescence; 100% = signal with IL-6 EC80 alone;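 active = activation above the screen-wide mean of compound activation plus 3 SD, cut at about 130% in these data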;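 also: 0% = background luminescence of wells with medium and substrate only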
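Detection: reporter luminescence signal / Assay system: STAT1-lacking human U3A cells, STAT3 luciferase reporter / Incubation: compound pre-incubation 1 h before IL-6, then 6 h stimulation at 37 °C / Control set: IL-6-only high control / Read-out: % activation relative to IL-6 control / Probe or stimulus: Interleukin-6, 33 ng/mL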
NF-kB neuron act = raises NF-kB expression in human neuronal cells. NF-kB reporter expression; active compounds read high. fold change at 12.5 µM. 190,000 compounds, 1.6% hits. AID 1239; in the data active = fold change above about 3.3
Active calls of the source: *; . = not tested or not shown.

# | Molecule | APP 5'UTR act | NF-kB neuron act | FLuc inhib CS | ROMK primary | STAT1 blocker | STAT1 activator | STAT3 inh | STAT3 activator | FLuc act counter | APP transl inh
1 | Cc1ccc(NC(=O)CN(C)CC(=O)Nc2ccc(F)c(F)c2F)c(Cl)c1 | -12 | 0.96 | -3 | 0.074 | 1 | 97 | 6 | 103 | 1 | 12
2 | COC(=O)c1cc(Br)c(=O)n(-c2ccccn2)c1 | -16 | 0.99 | -4 | 0.045 | -1 | 101 | -7 | 110 | 1 | 16
3 | C/C(=N\NS(=O)(=O)c1ccccc1)c1ccc2c(c1)OCCO2 | 5 | 1.2 | -6 | . | -2 | 102 | -6 | 104 | 1.1 | -5
4 | CCOC(=O)N1CCC(NC(=O)c2ccc(OC)c(CN3CC(=O)N4CCCC4C3=O)c2)CC1 (configuration not stated) | -13 | 1.1 | -4 | . | 1 | 99 | 3 | 101 | 1 | 13
5 | CN1CCN(CCC(=O)N/N=C/c2cc([N+](=O)[O-])ccc2O)CC1 | -7 | 0.88 | 1 | 0.082 | 8 | 93 | 3 | 97 | 1 | 7
6 | O=C(COc1ccccc1F)NCc1ccc(-n2cccc2)cc1 | 22 | 1.3 | 0 | . | -3 | 102 | 0 | 103 | 1 | -22
7 | Cc1nc([N+](=O)[O-])c(NCCCO)n1Cc1ccccc1 | -6 | 1 | -2 | 0.41 | 0 | 98 | 22 | 88 | 1 | 6
8 | C=CCc1ccc(OCCn2cccc2C=O)c(OC)c1 | 40 | 1.7 | -1 | . | -53 | 147* | 13 | 98 | 1 | -40
9 | COc1ccc(-c2cc(CN3C(=O)c4ccccc4C3=O)on2)cc1 | . | . | . | . | -1 | 101 | -6 | 109 | . | .
10 | Cc1ccc(CN2CCN(/N=C/C=C/c3ccccc3[N+](=O)[O-])CC2)cc1 | -2 | 1.1 | -6 | -0.9 | -2 | 101 | -8 | 108 | 1.1 | 2
11 | Cc1cc(C)c(C(N)=O)c(Nc2cccc(Cl)c2)n1 | -2 | 1.1 | -3 | 0.65 | -3 | 101 | 4 | 99 | 1 | 2
12 | C=CCn1cc(/C=N/NC(=O)COc2cccc3cccnc23)c2ccccc21 | 0 | 0.96 | 7 | . | -14 | 112 | -8 | 102 | 0.9 | 0
13 | CCCCOc1ccc2c(C)cc(=O)oc2c1OCCCC | 11 | 1.2 | 2 | 0.63 | 7 | 93 | 1 | 100 | 1 | -11
14 | N#CC1=C(N)N(c2ccc(Oc3ccccc3)cc2)C(=O)C1 | 8 | 1.6 | -6 | . | -6 | 105 | 27 | 81 | 1.1 | -8
15 | O=S(=O)(O)c1nc2ccccc2n1Cc1ccccc1 | -5 | 1 | 0 | . | 0 | 100 | 5 | 99 | 1 | 5

Reformatted as labelled records: part of the list above.
7: Cc1nc([N+](=O)[O-])c(NCCCO)n1Cc1ccccc1
  APP 5'UTR act = -6 | NF-kB neuron act = 1 | FLuc inhib CS = -2 | ROMK primary = 0.41 | STAT1 blocker = 0 | STAT1 activator = 98 | STAT3 inh = 22 | STAT3 activator = 88 | FLuc act counter = 1 | APP transl inh = 6

8: C=CCc1ccc(OCCn2cccc2C=O)c(OC)c1
  APP 5'UTR act = 40 | NF-kB neuron act = 1.7 | FLuc inhib CS = -1 | ROMK primary = . | STAT1 blocker = -53 | STAT1 activator = 147* | STAT3 inh = 13 | STAT3 activator = 98 | FLuc act counter = 1 | APP transl inh = -40

14: N#CC1=C(N)N(c2ccc(Oc3ccccc3)cc2)C(=O)C1
  APP 5'UTR act = 8 | NF-kB neuron act = 1.6 | FLuc inhib CS = -6 | ROMK primary = . | STAT1 blocker = -6 | STAT1 activator = 105 | STAT3 inh = 27 | STAT3 activator = 81 | FLuc act counter = 1.1 | APP transl inh = -8

1: Cc1ccc(NC(=O)CN(C)CC(=O)Nc2ccc(F)c(F)c2F)c(Cl)c1
  APP 5'UTR act = -12 | NF-kB neuron act = 0.96 | FLuc inhib CS = -3 | ROMK primary = 0.074 | STAT1 blocker = 1 | STAT1 activator = 97 | STAT3 inh = 6 | STAT3 activator = 103 | FLuc act counter = 1 | APP transl inh = 12

New compounds follow:
# | Molecule | APP 5'UTR act | NF-kB neuron act | FLuc inhib CS | ROMK primary | STAT1 blocker | STAT1 activator | STAT3 inh | STAT3 activator | FLuc act counter | APP transl inh
16 | Cc1ccc2c(c1)C(=O)C(=O)N2CC(=O)Nc1ccc(N2CCOCC2)cc1 | 4 | 1.2 | 0 | -0.3 | 14 | 86 | -2 | 104 | 1 | -4
17 | Fc1cccc(CN2CCN(Cc3nc(CCc4ccccc4)no3)CC2)c1 | 5 | 1.2 | -4 | . | -6 | 104 | 4 | 101 | 1 | -5
18 | CN(CCc1ccccn1)C(=O)CCC1CCCN(C(=O)CN2CCCCCC2)C1 (configuration not stated) | -4 | 1 | -4 | 0.69 | 3 | 96 | 4 | 100 | 1 | 4
19 | Cc1ccc2c(c1)N(Cc1ccccn1)C(=O)C(C)O2 (configuration not stated) | -4 | 1.1 | -2 | . | 4 | 96 | 7 | 97 | 1 | 4
20 | Cc1nc2cc(NCc3ccccc3O)ccc2n1Cc1ccccc1 | 23 | 1.4 | 3 | -0.022 | -11 | 108 | -4 | 108 | 1 | -23
21 | O=C(COC(=O)/C=C/c1ccccc1[N+](=O)[O-])NCC(F)(F)F | 6 | 1.1 | 0 | -0.15 | 21 | 80 | -63 | 150* | 1 | -6
22 | O=C(COC(=O)c1cc(=O)[nH]c2ccccc12)c1cccs1 | 9 | 1.2 | 27 | 0.51 | -1 | 99 | 4 | 101 | 0.7 | -9
23 | COc1cc(C(=O)NNC(=O)Nc2ccc([N+](=O)[O-])cc2)cc(OC)c1OC | 16 | 1 | -5 | 1.9 | 0 | 98 | 4 | 104 | 1.1 | -16
24 | O=C(CCc1nnc(C2CCCCC2)o1)N1CCN(C2CCCCC2)CC1 | -5 | . | 0 | 0.88 | 1 | 99 | 7 | 100 | 1 | 5
25 | CCc1nnc(NC(=O)C2COc3ccccc3O2)s1 (configuration not stated) | 50 | 2.2 | -1 | -0.21 | -15 | 114 | -4 | 104 | 1 | -50
26 | O=C(CSc1nc2ccccc2[nH]1)NCc1ccco1 | 22 | 1.4 | -10 | -0.3 | -11 | 110 | -4 | 107 | 1.1 | -22
27 | CC(C)CNC(=O)c1cccc(NC(=O)c2ccco2)c1 | . | 1.2 | 0 | -0.77 | -5 | 105 | 6 | 101 | 1 | .
28 | O=C(O)CC1NC(=O)N(C2CCCCC2)C1=O (configuration not stated) | 0 | 0.96 | -4 | -0.58 | -22 | 118 | 16 | 93 | 1 | 0
29 | Cc1ccc(NC(=S)NCc2cccs2)cc1 | . | 1.5 | 1 | -0.1 | -4 | 101 | -2 | 102 | 1 | .
30 | COc1cc(/C=N/NC(=O)c2ccc(CN3c4cccc5cccc(c45)S3(=O)=O)cc2)cc(OC)c1O | 0 | 1 | -5 | 0.79 | 9 | 89 | 15 | 91 | 1 | 0
31 | COC(=O)CCC(=O)NC(=S)Nc1ccccc1F | -7 | . | 0 | -0.29 | -6 | 106 | 2 | 104 | 1 | 7
32 | COCc1cc(C)[nH]c(=O)c1C#N | 3 | 1.1 | -5 | -0.19 | -5 | 104 | 5 | 102 | 1 | -3
33 | CC(=O)N(Cc1ccc(F)cc1)c1cccc(C)c1C | 3 | 0.85 | 0 | -0.047 | -4 | 101 | 0 | 104 | 1 | -3
34 | COc1ccc(CNC(=O)C/C(C)=N/NC(=O)Cc2ccc(OC)c(OC)c2)cc1 | -7 | 1.1 | -7 | . | -2 | 102 | -2 | 101 | 1.1 | 7
35 | Cc1cccc(S(=O)(=O)Nc2cccc3c2C(=O)c2ccccc2-3)c1 | -10 | 1.1 | -1 | . | 11 | 90 | 15 | 90 | 1 | 10
36 | CCC(C)(C)NC(=O)Cc1ccc(F)cc1 | 7 | 1.1 | -6 | 0.38 | 6 | 92 | 16 | 90 | 1.1 | -7
37 | COc1ccccc1CNc1cc(C)ccc1C | 9 | 1.1 | -2 | 0.78 | -3 | 103 | -7 | 103 | 1 | -9
38 | O=C(N/N=C/c1ccncc1)c1cc2ccccc2o1 | 9 | 1 | 2 | . | 1 | 99 | 11 | 90 | 1 | -9
39 | Cc1ccc(CN(C(=O)c2sc3ccccc3c2Cl)C2CCS(=O)(=O)C2)cc1 (configuration not stated) | 45 | 1.2 | -5 | . | -2 | 102 | 3 | 99 | 1.1 | -45
40 | Cc1ccc2nc(-c3ccc(NC(=O)CN4C(=O)NC(C)(c5ccc(OC(F)F)cc5)C4=O)cc3)sc2c1 (configuration not stated) | 150* | 1.5 | 24 | . | -60 | 155* | -2 | 100 | 0.8 | -150
41 | O=C(CSc1ncn[nH]1)c1ccccc1 | 79 | 1.4 | -2 | -0.22 | 13 | 88 | 4 | 99 | 1 | -79
42 | CC1(C)Cc2ccccc2-c2nc(-c3ccccc3)oc(=O)c21 | -3 | 1.7 | -5 | 0.73 | 4 | 96 | 16 | 92 | 1 | 3
43 | Cc1sc2nc(COC(=O)CNC(=O)c3ccc(C(C)(C)C)cc3)[nH]c(=O)c2c1C | -16 | 1.4 | 11 | . | -2 | 102 | -14 | 110 | 0.9 | 16
44 | COc1cc(C2C(C#N)=C(N)Oc3cc(C)oc(=O)c32)cc2c1OCO2 (configuration not stated) | 10 | 1.3 | -4 | 0.88 | -8 | 107 | 5 | 98 | 1 | -10
45 | CC1(C)CC(=O)C(CCC(=O)c2ccccc2)C(C)(C)N1 (configuration not stated) | -2 | 1 | -8 | . | -3 | 103 | 10 | 97 | 1.1 | 2
46 | CC1CCc2nn(CC(=O)NC3CCCC3)cc2C1 (configuration not stated) | 8 | 1.2 | -5 | . | -13 | 112 | -2 | 106 | 1.1 | -8
47 | CC/C(=N\Nc1ccc([N+](=O)[O-])cc1)c1ccccc1 | -13 | 1.3 | 1 | -0.094 | 17 | 84 | 23 | 84 | 1 | 13
48 | COC(=O)C1CN(S(=O)(=O)c2ccc(C)cc2)CCN1S(=O)(=O)c1ccc(C)cc1 (configuration not stated) | 1 | 1.2 | -6 | . | 11 | 90 | 1 | 103 | 1.1 | -1
49 | CC(=O)Nc1ccc(SCC(=O)c2cc(C)n(Cc3cccs3)c2C)cc1 | 112 | 0.32 | 1 | . | 48* | 57 | 95* | 25 | 1 | -112
50 | ON=C1CCN(c2ncc(C(F)(F)F)cc2Cl)CC1 | . | 1.2 | -5 | . | 8 | 93 | 5 | 101 | 1.1 | .
51 | Cc1ccc(NC(=O)CCN2C(=O)OC(C)(C)C2(C)O)cc1 (configuration not stated) | 5 | 1.1 | -2 | 0.22 | 0 | 98 | 10 | 94 | 1 | -5
52 | CN(C(=O)c1ccc(NC(=O)C2CC=CCC2C(=O)O)cc1)c1ccccc1 (configuration not stated) | -7 | 1.1 | -9 | -0.17 | 9 | 89 | 9 | 93 | 1.1 | 7

Screens deposited in PubChem BioAssay by several laboratories.
